# Screening results deposited in PubChem BioAssay by several laboratories.
# ABHD4 inh = inhibitors of mouse ABHD4; Q8VD66; purified mABHD4, FP-Rh probe fluorescence polarization; inhibition, % at 8.92 µM; 370,000 compounds, 0.54% hits; AID 720543;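 active means inhibition exceeding the mean over every tested compound plus 3 SD, cut at about 30% in these data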;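 further: 0% = plate median of compound wells and 100% = S159A mutant with DMSO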
# Target sequence (Q8VD66 whole entry, looked up): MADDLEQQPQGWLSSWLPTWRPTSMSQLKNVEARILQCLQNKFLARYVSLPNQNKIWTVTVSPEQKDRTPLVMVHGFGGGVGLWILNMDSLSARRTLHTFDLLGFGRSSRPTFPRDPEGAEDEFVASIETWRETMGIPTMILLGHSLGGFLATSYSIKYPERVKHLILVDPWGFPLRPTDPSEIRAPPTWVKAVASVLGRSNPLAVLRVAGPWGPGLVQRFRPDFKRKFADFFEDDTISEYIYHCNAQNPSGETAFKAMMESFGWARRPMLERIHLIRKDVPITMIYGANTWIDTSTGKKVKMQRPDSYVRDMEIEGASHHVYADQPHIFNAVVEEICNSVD
#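 Doses – 8.92 µM, single dose · Material – wild-type mouse ABHD4 protein · Replication – single well per compound (singlicate) · Measure – percent inhibition of probe binding, normalized to plate controls · Schedule – 45 min compound pre-incubation plus 60 min probe step, 25 °C · Detection – fluorescence polarization with parallel and perpendicular emission, 525/598 nm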
# TCR CD3 inh = inhibitors of human TCR-CD3 interaction; TAMRA-labeled TCR probe fluorescence, biochemical; 360,000 compounds, 0.37% hits; inhibition, % at 9.4 µM; in the data active means inhibition above about 19%;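 further: recombinant mutant TCR 2C K166C tagged with TAMRA read by polarization; 0% = receptor in buffer alone and 100% = receptor with positive control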
# HTRA1 inhibitor = HTRA1 (human) protease inhibition. Q92743. inhibition, % at 5.96 µM. AID 504803. 340,000 compounds, 0.5% hits. recombinant HTRA1, FP-rhodamine activity-based probe, fluorescence polarization; in the data active means inhibition above about 36%;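 further: 0% = enzyme with DMSO and 100% = wells lacking enzyme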
# rCAG RNA binder = r(CAG) repeat RNA binding | AID 651821 | inhibition, % at 3 µM | 370,000 compounds, 1.3% hits | TO-PRO-1 dye displacement fluorescence;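 active means inhibition above the plate cutoff, the mean of all test compounds on that plate plus 3 SD, cut at about 35% in these data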;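 further: 0% = DMSO alone and 100% = 100 µM mitoxantrone as full dye displacement; higher means more dye released from RNA so lower well fluorescence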
# LEDGF integ inh = blocks HIV-1 LEDGF/p75-dependent DNA integration | inhibition, % at 3.7 µM | AID 743269 | 370,000 compounds, 0.64% hits | TR-FRET IN-LEDGF/p75 DNA integration, Eu/Cy5;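 active means inhibition above the screen-wide mean plus 3 SD, cut at about 13% in these data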;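 further: signal is the Cy5 over europium emission ratio at 671 and 618 nm; 0% = plate median of compound wells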
# NR1D1 modulator = modulators of human Rev-erb alpha DNA binding; AID 1259318; 370,000 compounds, 0.79% hits; P20393; Rev-erbα–FITC-DNA binding, fluorescence polarization, 90 min; activity, % at 10 µM;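 active means activity above about 14%, limit read from the data; passing the limit was not always enough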;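 further: 0% = DMSO wells with 35 nM protein and 100% = DMSO wells with 750 nM protein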
# PG9 binder = binds the HIV-1 gp120 antibody PG9; TR-FRET gp120-PG9 antibody binding; inhibition, % at 6.7 µM; 360,000 compounds, 0.43% hits; AID 624416; in the data active means inhibition above about 8.5%
# SIAE inh = human SIAE inhibition, primary screen | AID 1053197 | inhibition, % at 9.66 µM | SIAE FP-Rh probe binding, fluorescence polarization | Q9HAT2 | 370,000 compounds, 0.69% hits;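 active means inhibition above a cutoff: mean of compounds within the control limits plus 3 SD of those, cut at about 17% in these data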;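 further: 0% = plate median of compound wells and 100% = probe without SIAE protein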
# TDP2 absorb = blocks human TDP2 phosphodiesterase activity | O95551 | recombinant TDP2, T5PNP hydrolysis, p-nitrophenol absorbance 415 nm | inhibition, % at 12.8 µM | 370,000 compounds, 0.34% hits;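 active means inhibition above the mean of all tested compounds plus 3 SD, set per campaign, cut at about 25% in these data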;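 further: 0% = DMSO with enzyme and 100% = buffer with substrate but no TDP2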
# Target sequence (O95551 whole entry, looked up): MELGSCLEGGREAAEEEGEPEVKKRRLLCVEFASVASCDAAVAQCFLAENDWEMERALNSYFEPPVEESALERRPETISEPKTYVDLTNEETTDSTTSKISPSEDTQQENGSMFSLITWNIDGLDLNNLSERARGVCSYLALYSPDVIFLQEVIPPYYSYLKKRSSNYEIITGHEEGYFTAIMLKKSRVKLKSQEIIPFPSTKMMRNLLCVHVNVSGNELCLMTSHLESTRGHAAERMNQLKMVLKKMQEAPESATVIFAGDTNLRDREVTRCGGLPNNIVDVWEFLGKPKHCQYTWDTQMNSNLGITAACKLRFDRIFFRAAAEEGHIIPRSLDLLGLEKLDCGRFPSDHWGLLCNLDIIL
#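 System – recombinant human TDP2 · Quantity – TDP2 enzyme at 120 nM final · Doses – single concentration, 12.8 µM nominal, with 1% DMSO · Incubation – 2 h at 37 °C · Measured by – epi absorbance of p-nitrophenol freed from T5PNP by hydrolysis · Read-out – % inhibition relative to enzyme-containing and enzyme-free wells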
# PRMT1 inh = PRMT1 (human) inhibition, primary screen; recombinant PRMT1, activity-based probe fluorescence polarization; inhibition, % at 2.79 µM; 370,000 compounds, 1.3% hits;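 active means inhibition above about 21% made by adding two undisclosed values, limit read from the data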
# Target sequence (Q99873 whole entry, looked up): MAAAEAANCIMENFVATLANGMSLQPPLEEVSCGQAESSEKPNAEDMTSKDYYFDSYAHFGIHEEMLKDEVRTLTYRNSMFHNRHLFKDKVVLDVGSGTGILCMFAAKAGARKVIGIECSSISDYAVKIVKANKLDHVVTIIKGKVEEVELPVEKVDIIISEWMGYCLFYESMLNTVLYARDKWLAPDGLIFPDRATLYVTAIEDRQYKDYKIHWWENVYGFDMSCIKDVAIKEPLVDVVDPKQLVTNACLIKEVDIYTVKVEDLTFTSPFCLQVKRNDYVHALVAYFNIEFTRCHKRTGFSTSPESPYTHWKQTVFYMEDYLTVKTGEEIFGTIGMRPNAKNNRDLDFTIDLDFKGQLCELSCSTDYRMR
# * hit, by the source's call; . = not tested or not shown. Not all compounds are listed (hit frequency here may not be typical).
entry	Compound	ABHD4 inh	TCR CD3 inh	HTRA1 inhibitor	rCAG RNA binder	LEDGF integ inh	NR1D1 modulator	PG9 binder	SIAE inh	TDP2 absorb	PRMT1 inh
1	COc1cccc(CC2(CO)CCCN(C(=O)c3cc[n+]([O-])cc3)C2)c1 (stereo not given)	4	-7	2	0	-6	2	-1.1	-5	-4	3
2	CCC(=O)c1ccc(N2CCN(C(=O)Cc3ccccc3)CC2)c(F)c1	1	3	-3	-7	0	-3	0.5	-1	4	-4
3	CCCCCCN1C=CC=C/C1=C\C=C(C#N)C#N	3	-2	.	-5	-5	12	-3.6	1	-11	-1
4	O=C(N/N=C\c1ccc2c(c1)OCO2)c1cncc(Br)c1	-4	-9	-1	1	0	-3	-1.2	-9	-11	3
5	Cc1ccccc1OCCC(=O)Nc1ccc(S(=O)(=O)N(C)C2CCN(C)CC2)cc1	3	5	3	-11	4	2	-1.4	-4	7	-7
6	COc1ccc(CNC(=O)CCc2nc(-c3ccccc3F)no2)c(OC)c1	-5	-1	1	-5	-4	0	-1.7	4	-3	-1
7	CCCN1CCN(C(=O)Cn2ncc3c([nH]c4ccc(C)cc43)c2=O)CC1	-6	4	1	-3	1	-2	-1.1	-9	-2	-5
8	COc1ccc(OC)c(N(CC(=O)N2CCCC2)S(=O)(=O)c2ccc(OC)c(OC)c2)c1	6	3	8	-6	-2	-9	0.2	1	4	-1
9	CCN(CC)CCCN1C(=O)C2C(C(=O)Nc3ccc(C(C)C)cc3)C3C=CC2(O3)C1C(=O)NC1CCCCC1 (stereo not given)	3	2	5	-5	1	-1	0.2	-2	27*	-4
10	Cc1ccc(-n2c(Cc3cccs3)nnc2SCC(=O)OC(C)C)cc1	1	9	-1	-8	1	-3	-0.9	8	1	-1
11	COc1cccc(N2CCN(CC(=O)NCc3ccc(Cl)cc3)CC2)c1	2	.	.	1	2	1	.	0	0	0
12	CCOC(=O)C(C)Sc1nc2c(cnn2-c2ccc(F)cc2)c(=O)[nH]1 (stereo not given)	0	0	15	0	0	0	-0.9	3	7	-1
13	CCS(=O)(=O)N1CCC(C(=O)Nc2ccccc2OC)CC1	-1	2	7	1	-3	4	1.8	3	-2	1
14	CCOc1ccc(C2NC(=O)NC(C)=C2[N+](=O)[O-])cc1OC (stereo not given)	5	-6	2	4	0	-3	0.2	-1	-16	-1
15	Cc1ccccc1-c1nc(NC(C)C)nc2ccsc12	0	-3	.	1	1	2	-0.6	3	-7	-2
16	CC(Sc1nccn1C)C(=O)c1ccc(Br)cc1 (stereo not given)	-3	-4	-1	-3	2	2	-1.4	-4	-1	3
17	O=C(C1CCC1)N1CCN(S(=O)(=O)c2ccccc2)CC1	-3	4	-3	-1	2	-4	-1.3	-3	9	1
18	COc1cc(/C=C/c2ccc3cccc(O)c3n2)cc(Cl)c1OC	-15	-11	-7	7	0	0	-1.6	-6	-5	3
19	Cc1ccc(C(=O)N(c2ccccn2)C(C)c2ccco2)cc1 (stereo not given)	2	6	-2	0	0	0	-0.1	10	-1	-1
20	C#CCN1C=CC(=O)[C@@H](OC(=O)Nc2ccc(Cl)cc2)[C@H]1c1ccccc1Br	-34	-8	-26	11	4	5	-1.4	-7	-7	3
21	O=C(COC(=O)c1c(F)cccc1F)Nc1ccc2c(c1)OCO2	-4	-1	-2	1	-4	-5	-2.9	7	-6	1
22	O=c1c2c(n3nnnc3n1Cc1ccccc1)-c1ccccc1CC21CCCC1	5	3	0	1	0	4	-1.3	1	-5	-1
23	Cc1ccc(CN2CCC(Oc3ccc(C(=O)NCc4ccccn4)cc3)CC2)o1	9	4	0	-8	2	4	-0.8	-3	6	3
24	CCOc1ccc(Nc2ncnc3c2cnn3-c2ccccc2)cc1	3	6	3	0	4	4	0.1	-6	2	0
25	CCCCNC(=O)c1onc(CSc2cccc(OCC)c2)c1C(=O)O	-34	-5	-7	45*	2	2	0.2	4	-3	7
26	CCOC(=O)c1nn(-c2ccc(Cl)cc2)c(C)cc1=O	5	-5	3	0	0	-5	-1.6	-1	-1	-2
27	CC(=O)N1CCc2ccc(S(=O)(=O)N3CC(C)OC(C)C3)cc21 (stereo not given)	6	2	0	-1	-1	-1	0.0	0	8	1
28	CC(=O)N1c2ccc(S(=O)(=O)N3CCCCC3)cc2CC1C(=O)Nc1ccc(C)cc1 (stereo not given)	0	4	-8	7	-1	6	0.2	-9	2	1
29	CC(=O)/C(N=Nc1ccc(C(=O)O)cc1[N+](=O)[O-])=C(\C)O	5	3	-6	1	0	2	-0.1	2	9	7
30	Cc1ccc(S(=O)(=O)N2CCC(C(=O)OCC(=O)N3CCCC3=O)CC2)cc1C	-6	-6	-3	0	6	-1	-1.8	0	-28	-7
31	COc1cc(OC)c2c(c1)C(=O)c1cc(OC)cc(OC)c1C2=O	2	-5	1	3	1	4	1.2	-2	-8	1
32	CCc1nnc(NS(=O)(=O)c2ccc(N3C(=O)c4ccc(C(=O)O)cc4C3=O)cc2)s1	2	-3	9	-1	1	4	0.1	-46	7	2
33	CC(C)CN(C(=O)COC(=O)CNC(=O)c1ccccc1)c1c(N)n(Cc2ccccc2)c(=O)[nH]c1=O	5	-6	0	-2	-1	-1	-0.6	3	-1	4
34	Cc1cccc(S(=O)(=O)NC(=O)C2(C)CCN2C(=O)C/C=C/c2ccccc2)c1 (stereo not given)	7	-1	.	14	-1	-9	-2.0	-1	6	6
35	Cc1ccc(CSCCNC(=O)CSc2ccccc2)cc1	-11	-4	-2	-10	-2	3	-0.4	-5	-6	2
36	COC(=O)C1=NN(c2cccc3ccccc23)C2C(=O)N(c3ccccc3OC)C(=O)C12 (stereo not given)	5	9	.	5	0	7	-2.5	0	-2	-1

# Values by screen from the list:
# PRMT1 inh, entries 4–13: 3, -7, -1, -5, -1, -4, -1, 0, -1, 1
# ABHD4 inh, entries 4–13: -4, 3, -5, -6, 6, 3, 1, 2, 0, -1
# PG9 binder, entries 4–13: -1.2, -1.4, -1.7, -1.1, 0.2, 0.2, -0.9, ., -0.9, 1.8

# The list continues:
entry	Compound	ABHD4 inh	TCR CD3 inh	HTRA1 inhibitor	rCAG RNA binder	LEDGF integ inh	NR1D1 modulator	PG9 binder	SIAE inh	TDP2 absorb	PRMT1 inh
37	CCC(Sc1nc2ccncc2[nH]1)C(=O)Nc1cc(Cl)ccc1C (stereo not given)	-12	-6	-5	6	6	1	-2.2	-9	-1	18
38	COC(=O)Cn1ncn2c(cc3oc(C)cc32)c1=O	0	6	-4	1	-3	3	0.4	4	1	0
39	COc1cc(/C=N/NC(=O)c2cccs2)ccc1OCc1ccccc1	-14	-9	-18	7	6	-6	1.8	-1	-4	6
40	COc1ccc(/C=N\NC(=O)c2ccccc2F)cc1COc1ccc(F)cc1	-3	0	-9	-4	-7	-5	-1.1	-5	-10	1
41	COc1ccc(S(=O)Cc2ccc(C(=O)NCc3cccc(OC)c3)o2)cc1 (stereo not given)	-2	2	3	-4	1	2	-0.8	-1	-2	-4
42	COc1ccc(CNC(=O)c2ccc(NS(=O)(=O)c3ccc4[nH]c(=O)[nH]c4c3)cc2)cc1OC	-7	1	-2	2	1	9	-2.1	-2	-1	-1
43	CN(Cc1ccc(Cl)cc1)C(=O)c1ccc2ccccc2n1	-4	-3	1	-1	1	-4	-1.1	-3	-13	-2
44	O=C(NC(=S)Nc1ccc2cn[nH]c2c1)c1ccccc1	-5	10	3	0	1	-4	-0.6	7	3	-3
45	CCCOC(=O)c1[nH]c2c(c1C)C(=O)CC(c1ccc(OC)c(OC)c1)C2 (stereo not given)	0	-1	-1	-4	0	-2	0.3	1	3	3
46	O=C(C[C@H]1C/C=C\C[C@H](NC(=O)OCC2c3ccccc3-c3ccccc32)C(=O)O[C@@H](c2ccccc2)CNC1=O)NCCO	3	7	-2	8	3	2	-4.2	2	2	1
47	CN(C)S(=O)(=O)c1ccc(Cl)c(NC(=O)COC(=O)CN2C(=O)C3CCCCC3C2=O)c1 (stereo not given)	4	0	2	7	-8	-1	1.2	-2	-11	5
48	Cc1nn(-c2ccccn2)c2c1-c1nc(N)ncc1CC2	-4	-1	-1	3	2	-4	0.3	0	-12	0
49	O=C(NC(=S)NN1CCOCC1)c1cc(Br)ccc1Cl	4	-4	5	3	-2	1	-0.6	8	0	10
50	Cc1ccc(C)c(NC(=S)N2CCCCC2CO)c1 (stereo not given)	4	6	0	0	-1	-5	0.9	2	-5	-2
51	Cc1ccc(S(=O)(=O)Nc2ccc3ccccc3c2[N+](=O)[O-])cc1	-10	-1	-4	61*	11	-2	-2.8	0	-7	-1
52	CCN(CC)S(=O)(=O)c1cc(NC(=S)NC(=O)C2CCCC2)ccc1C	0	-3	-31	-1	-2	7	-0.1	-6	-4	14
53	COc1ccc(N(CC(=O)NCCSCc2cccc(Cl)c2)S(C)(=O)=O)cc1Cl	-8	0	-14	-3	-2	12	-1.5	1	3	-1
54	CCOC(=O)c1c(C)[nH]c(C(=O)COC(=O)c2cc(C)oc2C)c1C	3	5	-6	-1	3	-3	8.4	0	-4	0
55	CCOC(=O)Nc1csnn1	2	3	1	-1	3	-5	-1.8	4	-14	-7
56	Cc1ccccc1S(=O)(=O)N(C)C[C@@H]1OCc2cnnn2CCCC(=O)N([C@H](C)CO)C[C@H]1C	2	-1	5	1	3	2	0.3	2	6	0
57	CC1=C(C(=O)N(C)CCC#N)C2(CCCCC2)OC1=O	1	1	1	1	-2	2	0.7	-4	-2	3
58	O=C(N/N=C/c1cccc([N+](=O)[O-])c1)C1CC(=O)N(c2ccc(F)cc2)C1 (stereo not given)	-10	-2	3	1	0	1	0.3	1	1	0
59	COc1cc(CCC(N)c2cccc(O)c2)cc(OC)c1OC (stereo not given)	1	-3	-1	4	5	2	1.9	9	5	-3
60	COc1ccc(/C=C(/NC(=O)c2ccccc2)C(=O)N/N=C/c2sccc2C)cc1	-3	8	9	9	-5	-4	-3.7	-9	12	-3
61	COc1ccccc1CN1CCN(C(=O)c2ccncc2)CC1	6	2	1	-3	-2	0	-0.2	-2	8	2
62	N/C(=N\OC(=O)c1ccc(Br)o1)c1ccccn1	-3	6	-1	-1	5	2	-0.7	-8	23	-2
63	Cc1cc2c(NC(=O)Nc3ccc(F)cc3)cccc2nn1	7	-3	14	2	-5	-1	-1.8	-1	12	6
64	C/C(=N\NC(=O)c1ccc(OC2OCCOC2Oc2ccc(C(=O)N/N=C(\C)c3ccncc3)cc2)cc1)c1ccncc1 (stereo not given)	6	1	-2	8	-1	-12	-1.8	-4	-12	4
65	Cn1c(SCC(=O)c2ccc(F)cc2)nnc1-c1ccccc1N	-4	-1	-4	-3	-1	-3	-2.1	-1	-6	1
66	CCOC(=O)C1(CCCc2ccccc2)CCN(C(=O)[C@@H]2C[C@@H](C)NC(=S)N2)CC1	0	5	-1	-11	6	-1	0.7	2	5	0
